Bioassay records from PubChem BioAssay.
IL-1B inflam inh – inflammasome signaling inhibition, IL-1 beta readout; THP-1 LPS/ATP IL-1B secretion, AlphaLISA, 16 h; active compounds read low; activity change, % at 57.5 µM; 4.7% of 360,000 active; in the data active = activity change below about -50%; inconclusive = mostly about -30% to -49%; note: % is set by controls: 0 for no effect and ±100 for the full control effect
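THP-1 cells pretreated 1 hr with compounds (up to 57.5 uM final), then stimulated with LPS (250 ng/mL final) plus ATP (1.25 mM final); secreted IL-1B measured by AlphaLISA after 16 hr, decreased signal indicating inhibition.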
GLP-1R agonist – activates the human GLP-1 receptor | HEK293 GLP-1R CRE-luciferase, luminescence, 4-6 h; cells express a hypersensitive GLP-1R form | Potency, µM (series often up to 45.6 µM), for the others: top-dose activation, actives largely listed as activators | 0.007% of 380,000 active | AID 624172; note: potency is the fitted concentration of half-maximal effect; % of control where 0% means no effect
Target sequence (P43220 whole entry, looked up): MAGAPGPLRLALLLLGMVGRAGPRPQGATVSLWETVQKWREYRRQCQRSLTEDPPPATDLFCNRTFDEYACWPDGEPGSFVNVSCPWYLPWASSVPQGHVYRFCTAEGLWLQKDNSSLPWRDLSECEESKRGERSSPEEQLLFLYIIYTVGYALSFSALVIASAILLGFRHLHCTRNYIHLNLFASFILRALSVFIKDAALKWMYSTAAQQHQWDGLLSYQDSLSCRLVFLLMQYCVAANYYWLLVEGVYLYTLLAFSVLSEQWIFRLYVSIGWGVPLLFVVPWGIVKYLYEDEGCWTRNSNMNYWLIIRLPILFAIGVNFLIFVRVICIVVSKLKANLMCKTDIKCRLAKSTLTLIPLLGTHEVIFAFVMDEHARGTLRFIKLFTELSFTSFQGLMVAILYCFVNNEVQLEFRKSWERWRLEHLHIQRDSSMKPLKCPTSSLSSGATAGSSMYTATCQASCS
HT1080 IDH1KD tx – HT-1080 IDH1 knockdown cell toxicity (counter line); 2% of 360,000 active; HT-1080 IDH1 knockdown viability, ATP luminescence, 48 h; Potency, µM (highest dose often 46.1 µM), inactives show at the top dose activity, negative = toxicity, hits mostly cytotoxic; AID 686971;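 note: potency is the fitted concentration of half-maximal effect; 0% = DMSO wells and -100% = cell-free medium wells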
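After a 2 h attachment period, IDH1KD HT-1080 cells took pin-transferred compound for 48 h at 37 °C; ATP-based luminescence after 10 min room-temperature reagent incubation reported viability.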
D3 antag – D3 dopamine receptor (human) antagonism | D3R cells, DiscoveRx beta-arrestin luminescence, antagonist mode; active compounds read low | AID 652054 | 2.5% of 360,000 active | P35462 | max response, negative = inhibition, %; in the data active = max response below about -50%; inconclusive = no clear call, values can overlap the other calls; note: % is set by controls: 0 for no effect and ±100 for the full control effect; mostly tested at two doses, the higher about 12 µM
Target sequence (P35462 whole entry, looked up): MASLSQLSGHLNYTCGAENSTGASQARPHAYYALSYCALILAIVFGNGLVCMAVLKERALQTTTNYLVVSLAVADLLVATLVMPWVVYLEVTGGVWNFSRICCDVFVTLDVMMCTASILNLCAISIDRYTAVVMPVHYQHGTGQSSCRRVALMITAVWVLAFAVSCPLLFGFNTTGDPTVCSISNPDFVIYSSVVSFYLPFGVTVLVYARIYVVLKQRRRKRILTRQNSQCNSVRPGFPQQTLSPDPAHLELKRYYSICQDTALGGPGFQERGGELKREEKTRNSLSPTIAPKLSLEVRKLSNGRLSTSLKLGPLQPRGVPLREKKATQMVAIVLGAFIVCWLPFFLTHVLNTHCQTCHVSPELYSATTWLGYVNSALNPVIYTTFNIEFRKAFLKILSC
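Cells expressing the human receptor were seeded at 1500 cells/well, incubated overnight at 37 degrees C in 5% CO2, then exposed to library compounds with dopamine controls for 90 minutes at 37 degrees C before luminescent detection.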
DRD3 agonist – agonists of human D3 dopamine receptor | max activation, % | D3R DiscoveRx beta-arrestin cells, luminescence, 90 min | 0.58% of 410,000 active; in the data active = max activation above about 30%; note: 0% is about no effect; mostly tested at two doses, the higher about 12 µM
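Cells at 1500/well, incubated overnight, then treated with pinned compounds (dopamine as control) for 90 min at 37 degrees C. DiscoveRx reagent added for 30 - 60 minutes at room temperature; luminescence read.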
SW480 rereplic – inducers of DNA re-replication in SW480 colon cancer cells; SW480 DNA re-replication, Hoechst DNA content imaging, 48 h; 1.8% of 340,000 active; Potency, µM (series often up to 46.1 µM), without a hit: at the highest dose re-replication activation, usual class: activators; note: potency is the fitted concentration of half-maximal effect; % of control where 0% means no effect; nearly all actives have a fitted effect of over 55% in size
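250 cells/well; 23 nL cpd via pin tool; 48 hr, 37 C, 5% CO2; Hoechst 40 min; imager read of total nuclear intensity, ex 405/em 500-530 nm.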
KB-3-1 cytotox – kills parental KB-3-1 adenocarcinoma cells; Potency, µM (top dose mostly 46.1 µM), for inactives: at the highest dose activity change, negative = cytotoxic, most hits filed as cytotoxic; 1.4% of 400,000 active; KB-3-1 viability, CellTiter-Glo ATP luminescence, 72 h; note: potency is the fitted concentration of half-maximal effect; % is set by controls: 0 for no effect and ±100 for the full control effect; nearly all actives have a fitted effect of over 60% in size
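Cells are dispensed, compounds pinned in, plates held at 37 °C for 72 h, then CellTiter-Glo is added and luminescence read after 10 minutes. Cell line: parental KB-3-1 in phenol-red-free DMEM, 10% FBS.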
KB-V1 cytotox – KB-V1 MDR subline cytotoxicity; Potency, µM (series often up to 46.1 µM), inactives show at the top dose activity change, negative = cytotoxicity, actives largely listed as cytotoxic; KB-V1 MDR cells viability, CellTiter-Glo, 72 h; AID 1347076; 3.4% of 400,000 active; note: potency is the fitted concentration of half-maximal effect; % is set by controls: 0 for no effect and ±100 for the full control effect; nearly all actives have a fitted effect of over 60% in size
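KB-V1 MDR subline cells in DMEM (phenol-red free, 10% FBS) exposed to compounds in qHTS concentration series for 72 h at 37 degrees C. Viability read by CellTiter-Glo luminescence; concentration-effect curves fitted after normalization and correction.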
HT1080NT lethal – kills 2HG-producing HT-1080-NT fibrosarcoma cells; HT-1080-NT fibrosarcoma viability, CellTiter-Glo ATP luminescence, 48 h; 1.6% of 360,000 active; Potency, µM (highest dose often 46.1 µM), for inactives: top-dose activity, negative = less viability, actives largely listed as cytotoxic; AID 686970;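 note: NT is the 2HG producing partner of a matched IDH1 knockdown line; potency is the fitted concentration of half-maximal effect; 0% = DMSO-treated cells and -100% = media-only wells without cells; nearly all actives have a fitted effect of over 55% in size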
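Toxicity toward the 2HG-producing NT line was scored as %Activity, normalised to DMSO and no-cell wells, from CellTiter-Glo luminescence after 48 hours' treatment.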
* marks the source's active call; other numbers are inactive results; i = inactive; u = inconclusive; x = not tested or not shown; & = joins results of further samples; [ ] = dose if it differs, or a comment. Unless noted, calls come from the whole dose curve; as a rule, active = well fitted curve in the direction sought with a large enough effect; inconclusive = small, poorly fitted or top-dose-only effect, or another doubt; inactive = no such curve, though single readings can be large; an effect the other way counts as inactive or inconclusive. An unsorted share of the library (roughly 12% active in at least one column).

SMILES	IL-1B inflam inh	GLP-1R agonist	HT1080 IDH1KD tx	D3 antag	DRD3 agonist	SW480 rereplic	KB-3-1 cytotox	KB-V1 cytotox	HT1080NT lethal
COc1ccc2c(=O)c3ccccc3oc2c1	-30	20%	9%	16	1	-7%	2%&11%	u	-1%
COc1ccccc1P(=O)(Cc1ccccc1[N+](=O)[O-])c1ccccc1 (stereo not drawn)	-10	10%	-1%	-11	5	19%	-16%	u	-13%
COc1ccc(/C=C2\SC(=S)N(CCCC(=O)Nc3cccc(C(=O)O)c3)C2=O)cc1OC	12	-1%	-21%	2	-4	-1%	7%	u	-19%
CCN1CCN(C(=O)CN2C(=O)c3ccccc3S2(=O)=O)CC1	-2	-4%	3%	0	1	-2%	8%	0%	2%
Oc1ccc2ccccc2c1-c1sc(Nc2ccccc2)n[n+]1-c1ccc(F)cc1	8	10%	-14%	-7	1	-4%	16%	13%	0%
CCCCNC(=S)Nc1cccc2cnccc12	3	-3%	-20%	7	2	-13%	-6%	u	-21%
CC/C(C)=N/Nc1nc2c(c(=O)[nH]c(=O)n2C)n1CCc1ccccc1	2	21%	-11%	-16	2	18%	-14%	-8%	7%
COc1cccc(NC(=O)CN(C)C(=O)c2ccc(NC(=O)CC3SC(N4CCCC4)=NC3=O)cc2)c1 (stereo not drawn)	0	-6%	-6%	13	8	-7%	0%	u	6%
O=C(COc1cccc(Br)c1)N/N=C1\CCSC1	22	5%	-18%	7	8	-13%	3%	3%	-19%
COc1cc(C(=O)NCCOc2cc(C)cc(C)c2)cc(OC)c1OC	27	6%	7.3µM*	5	6	7.3µM*	4.6µM*	5.8µM*	12µM*

An excerpt from above in order of molar mass, smallest number first.
SMILES	IL-1B inflam inh	GLP-1R agonist	HT1080 IDH1KD tx	D3 antag	DRD3 agonist	SW480 rereplic	KB-3-1 cytotox	KB-V1 cytotox	HT1080NT lethal
CCN1CCN(C(=O)CN2C(=O)c3ccccc3S2(=O)=O)CC1	-2	-4%	3%	0	1	-2%	8%	0%	2%
CC/C(C)=N/Nc1nc2c(c(=O)[nH]c(=O)n2C)n1CCc1ccccc1	2	21%	-11%	-16	2	18%	-14%	-8%	7%
COc1ccc(/C=C2\SC(=S)N(CCCC(=O)Nc3cccc(C(=O)O)c3)C2=O)cc1OC	12	-1%	-21%	2	-4	-1%	7%	u	-19%

The results go on:
SMILES	IL-1B inflam inh	GLP-1R agonist	HT1080 IDH1KD tx	D3 antag	DRD3 agonist	SW480 rereplic	KB-3-1 cytotox	KB-V1 cytotox	HT1080NT lethal
CCOc1ccccc1NC(=O)CC(O)(C(F)(F)F)C(F)(F)F	7	-3%	2%	-19	-4	0%	14%	-1%	18%
C=CCc1ccc(OCCCCNC(C)CC)c(OC)c1 (stereo not drawn)	-2	6%	-1%	-19	-10	-7%	-7%	u	-13%
O=c1oc2ccccc2c2c1ccc1ccccc12	33	5%	5%	12	14	-4%	0%	0%	3%
COc1ccc(OC)c(S(=O)(=O)N/N=C\c2ccc3c(c2)OCO3)c1	10	13%	-4%	-19	5	6%	3%	11%	8%
Cc1onc(C(=O)NN)c1C(=O)Nc1ncc(C(F)(F)F)cc1Cl	6	1%	u	2	7	u	1%	-1%	-21%
COc1ccc(N2C(=O)CS(=O)(=O)C23C(=O)N(Cc2ccc(F)cc2)c2ccc(C)cc23)cc1 (stereo not drawn)	x	-4%	x	x	-13	x	-10%	u	x
CCOc1ccc(N(CC(=O)NCCSCc2ccccc2)S(=O)(=O)c2ccccc2)cc1	-26	14%	-12%	25	5	1%	-8%	-17%	-2%
C=CCOc1c(CNc2ncn[nH]2)cccc1OCC	3	3%	0%	u	-3	14%	0%	25%	-2%
CCOC1=C2[C@@H](CN(S(=O)(=O)c3ccc(C)cc3)[C@H]2c2cccc3ccccc23)[C@H]2C(=O)N(C3CCCCC3)C(=O)[C@H]2C1	19	7%	20%	0	-8	x	0%	-26%	8%
CNc1nc(N2CCc3ccccc32)ncc1F	-2	29%	-8%	-14	2	-1%	u	1.6µM*	10%
CC(C(=O)NCc1ccccc1)n1c(CSCCOc2ccccc2)nc2ccccc21 (stereo not drawn)	6	x	4%	-25	-13	x	8%	u	16%
COc1ccc(/C=C2/SC(=O)N(CCC(=O)Nc3ccccc3C(=O)O)C2=S)cc1	0	5%	-6%	34	1	0%	-1%	21%	-3%
Cc1cc(C)n(C/C=C/Cn2nc(C)cc2C)n1	3	-12%	11%	36	2	-1%	-17%	u	19%
Cc1ccc(S(=O)(=O)N(C)C)cc1NC(=O)COC(=O)C1(c2ccccc2)CC1	7	10%	2%	4	1	-3%	1%	-26%	-1%
COc1cc2c(C#N)c(N3CCCCC3)nc(N)c2c(N)n1	u	1%	u	17	2	-3%	u	8.2µM*	u
O=C(Nc1ccc(Cl)c(Cl)c1)Nc1cc(S(=O)(=O)N2CCOCC2)ccc1N1CCCC1	-60*	-6%	u	u	-14	2%	u	-6%	-25%
C/C(=C\C(=O)c1ccc(Cl)cc1)Nc1ccc(Br)cc1	-50*	-3%	-1%	16	0	1%	13%	-2%	4%
O=C(c1cnn2c(C(F)F)cc(-c3ccccc3)nc12)N1CCCCC1c1cccnc1 (stereo not drawn)	-8	10%	2%	11	-2	-22%	-7%	1%	12%
COc1ccc(-c2ccc(C#N)c(SCC(=O)NCc3ccco3)n2)cc1OC	27	13%	8%	-5	2	-2%	1%	-25%	17%
CC12CN3CCN(CC(C3)/C1=N\NC(=O)c1ccccc1N)C2	-3	2%	-14%	14	18	-101%[inhibitor]	12%	-5%	-1%
COc1ccc(CCN(C)Cc2c(O)ccc3ccccc23)cc1OC	20	9%	12%	6	-4	11%	11%	6%	15%
CCCCN(CCCNC(=O)c1cc(Nc2ccccc2OC)nc2ccccc12)c1ccccc1	x	0%	x	x	2	x	4%	15%	x
O=C1N[C@H](Cc2ccccc2)COC(=O)[C@H](Cc2ccc(F)cc2)C/C=C\C[C@H]1CC(=O)N(CCO)Cc1ccccc1	-10	3%	-29%	u	-29	-4%	u	-4%	u
O=C(Cn1c(-c2ccccc2)noc1=O)N1CCC(Cc2ccccc2)CC1	-21	1%	-4%	0	7	-8%	u	-4%	-17%
O=C(O)/C=C/c1cn(Cc2ccccc2)nc1-c1ccc(Cl)cc1	27	-7%	-14%	5	-4	-1%	-13%	21%	-6%
CC(=O)c1nc(N2C(=O)CC(Cc3ccccc3)C2=O)sc1C (stereo not drawn)	i	-2%	8%	9	1	0%	4%	-11%	5%
COc1ccccc1-c1nc(SCC(=O)O)n[nH]1	7	-1%	0%	-9	-1	-1%	5%	3%	-8%
O=C(NC(c1ccccc1)c1ccccc1)C1CCCO1 (stereo not drawn)	8	7%	14%	10	5	-7%	4%	-10%	4%
Cc1cccc(C(=O)OCC(=O)Nc2nccs2)c1	-11	-18%	-5%	14	6	1%	1%	-5%	u
COc1ccc(N2CCN(C3CC(=O)N(Cc4ccc(N5CCCC5=O)cc4)C3=O)CC2)cc1 (stereo not drawn)	35	-2%	-20%	18	0	-6%	-4%	0%	4%
O=c1cc[nH]c2ccc(OC(F)(F)F)cc12	17	2%	17%	13	11	u	-1%	14%	18%
Cc1ccc(CC(=O)Nc2ncc([N+](=O)[O-])s2)cc1	49	-4%	-5%	-8	-1	8%	u	1%	-10%
CC(=O)Nc1ccc(O)cc1[N+](=O)[O-]	26	4%	-6%	-2	-9	20%	1%	-2%	-7%
CCC1S/C(=C(\C#N)C(=O)NCc2ccco2)N(c2ccc(Br)cc2)C1=O (stereo not drawn)	19	-21%	-1%	19	6	-2%	1%	-12%	-1%
COc1ccc(NC(=O)CN(C)C(=O)c2cc(-c3ccc(C)o3)nc3ccccc23)cc1	-13	10%	5%	6	15	-1%	u	-24%	1%
COc1cccc(OCC(O)CN2CC(C)CC(C)C2)c1 (stereo not drawn)	-3	-8%	-4%	u	-9	-3%	5%	-28%	-4%

Structures from the list above with fluorine (eight):
SMILES	IL-1B inflam inh	GLP-1R agonist	HT1080 IDH1KD tx	D3 antag	DRD3 agonist	SW480 rereplic	KB-3-1 cytotox	KB-V1 cytotox	HT1080NT lethal
Oc1ccc2ccccc2c1-c1sc(Nc2ccccc2)n[n+]1-c1ccc(F)cc1	8	10%	-14%	-7	1	-4%	16%	13%	0%
CCOc1ccccc1NC(=O)CC(O)(C(F)(F)F)C(F)(F)F	7	-3%	2%	-19	-4	0%	14%	-1%	18%
Cc1onc(C(=O)NN)c1C(=O)Nc1ncc(C(F)(F)F)cc1Cl	6	1%	u	2	7	u	1%	-1%	-21%
COc1ccc(N2C(=O)CS(=O)(=O)C23C(=O)N(Cc2ccc(F)cc2)c2ccc(C)cc23)cc1 (stereo not drawn)	x	-4%	x	x	-13	x	-10%	u	x
CNc1nc(N2CCc3ccccc32)ncc1F	-2	29%	-8%	-14	2	-1%	u	1.6µM*	10%
O=C(c1cnn2c(C(F)F)cc(-c3ccccc3)nc12)N1CCCCC1c1cccnc1 (stereo not drawn)	-8	10%	2%	11	-2	-22%	-7%	1%	12%
O=C1N[C@H](Cc2ccccc2)COC(=O)[C@H](Cc2ccc(F)cc2)C/C=C\C[C@H]1CC(=O)N(CCO)Cc1ccccc1	-10	3%	-29%	u	-29	-4%	u	-4%	u
O=c1cc[nH]c2ccc(OC(F)(F)F)cc12	17	2%	17%	13	11	u	-1%	14%	18%
